GLP-1R agonist – qHTS of GLP-1 Receptor Agonists; Glucagon-like peptide 1 receptor (Homo sapiens), P43220; HEK293 GLP-1R CRE-luciferase, luminescence, 4-6 h; cells express a hypersensitive GLP-1R form; Potency, µM (highest dose often 45.6 µM), inactives show top-dose activation, most hits filed as activators; actives 0.007% (n = 380,000); AID 624172, 2012; further: % of control where 0% means no effect
Target sequence (P43220 whole entry, looked up): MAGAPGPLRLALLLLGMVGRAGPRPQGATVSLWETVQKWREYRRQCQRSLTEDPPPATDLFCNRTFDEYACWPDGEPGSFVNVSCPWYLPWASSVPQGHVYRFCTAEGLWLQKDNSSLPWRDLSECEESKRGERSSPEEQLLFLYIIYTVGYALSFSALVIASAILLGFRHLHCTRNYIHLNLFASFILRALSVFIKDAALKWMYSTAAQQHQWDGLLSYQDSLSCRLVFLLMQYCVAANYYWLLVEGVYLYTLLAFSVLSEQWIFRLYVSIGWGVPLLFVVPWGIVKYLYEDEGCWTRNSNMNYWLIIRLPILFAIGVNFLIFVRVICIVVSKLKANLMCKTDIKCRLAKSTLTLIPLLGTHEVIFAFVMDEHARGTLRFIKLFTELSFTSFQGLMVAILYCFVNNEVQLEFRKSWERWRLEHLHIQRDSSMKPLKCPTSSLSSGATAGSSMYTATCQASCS
GLP-1R inv ag – qHTS of GLP-1 Receptor Inverse Agonists (Inhibition Mode) | Glucagon-like peptide 1 receptor (Homo sapiens), P43220 | HEK293 GLP-1R CRE-luciferase, luminescence, 24 h; GLP-1R form is constitutively active | Potency, µM (titrated, usually from 38.3 µM), for the others: at the highest dose activity change, negative = inhibition, usual class: inhibitors | actives 1.6% (n = 410,000) | AID 624417, 2012; further: on the % scale 0 is the no-effect control and ±100 the full control effect; nearly all actives have a fitted effect of over 55% in size
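Stable HEK293 clone (constitutively active GLP-1R + cAMP-response luciferase); 200 cells/uL plated, 12 h pre-culture, compound 24 hr, 37 deg C/5% CO2; detection reagent 12 min RT; luminescence.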
GLP1R cytotox – qHTS of GLP-1 Receptor Inverse Agonists: Cytotox Screen; HEK293 cAMP-luciferase reporter cells, luminescence, 24 h; actives 0.13% (n = 410,000); Potency, µM (series often up to 38.3 µM), without a hit: at the top dose activity change, negative = inhibition, hits mostly inhibitors; AID 624418, 2012;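 further: loss of luciferase light is scored as toxicity; on the % scale 0 is the no-effect control and ±100 the full control effect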
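Seeding density was 200 cells/uL; after overnight-length (12 h) culture, 23 nL compounds went on for 24 h at 37 °C. Readout used a luciferase detection reagent, luminescence taken after 12 min at room temperature.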
HT1080NT lethal – qHTS for induction of synthetic lethality in tumor cells producing 2HG: qHTS for the HT-1080-NT fibrosarcoma cell line. HT-1080-NT fibrosarcoma viability, CellTiter-Glo ATP luminescence, 48 h. Potency, µM (top dose mostly 46.1 µM), inactives show at the top dose activity, negative = less viability, actives largely listed as cytotoxic. actives 1.6% (n = 360,000). AID 686970, 2013;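 further: NT is the 2HG producing partner of a matched IDH1 knockdown line; 0% = DMSO-treated cells and -100% = media-only wells without cells; nearly all actives have a fitted effect of over 55% in size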
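Fibrosarcoma NT cells, 750 per well in 5% FBS RPMI, were exposed to compound for 48 hours. Viability: CellTiter-Glo luminescence.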
KB-V1 cytotox – qHTS assay for MDR1-selective chemotherapeutics: Primary screen using the drug-selected MDR subline cells KB-V1. AID 1347076, 2019. actives 3.4% (n = 400,000). Potency, µM (highest dose often 46.1 µM), without a hit: top-dose activity change, negative = cytotoxicity, hits mostly cytotoxic. KB-V1 MDR cells viability, CellTiter-Glo, 72 h; further: on the % scale 0 is the no-effect control and ±100 the full control effect; nearly all actives have a fitted effect of over 60% in size
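KB-V1 MDR subline cells in DMEM (phenol-red free, 10% FBS) exposed to compounds in qHTS concentration series for 72 h at 37 degrees C. Viability read by CellTiter-Glo luminescence; concentration-effect curves fitted after normalization and correction.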
SW480 rereplic – A quantitative high throughput screen for small molecules that induce DNA re-replication in SW480 colon adenocarcinoma cells; SW480 DNA re-replication, Hoechst DNA content imaging, 48 h; Potency, µM (top dose mostly 46.1 µM), for the others: top-dose re-replication activation, most hits filed as activators; actives 1.8% (n = 340,000); AID 624297, 2012; further: % of control where 0% means no effect; nearly all actives have a fitted effect of over 55% in size
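First, 250 cells per well were seeded. Next, compound or vehicle (23 nL) was pinned in, plates sat 48 hr at 37 C. Finally Hoechst was added for 40 min before fluorescence scanning.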
KB-3-1 cytotox – qHTS assay for MDR1-selective chemotherapeutics: Primary screen using the parental adenocarcinoma cell KB-3-1 | KB-3-1 viability, CellTiter-Glo ATP luminescence, 72 h | Potency, µM (titrated, usually from 46.1 µM), for the others: at the top dose activity change, negative = cytotoxic, usual class: cytotoxic | actives 1.4% (n = 400,000) | AID 1347075, 2019; further: on the % scale 0 is the no-effect control and ±100 the full control effect; nearly all actives have a fitted effect of over 60% in size
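72 h, 37 °C compound treatment of KB-3-1 parental cells; CellTiter-Glo added, 10 min, luminescence read. Data corrected against DMSO-only plates and normalized before curve fitting.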
TDP43 rescue – qHTS of TDP-43 Inhibitors; TDP-43 expressing yeast growth rescue, BacTiter-Glo, 24 h; Potency, µM (titrated, usually from 46.1 µM), inactives show at the highest dose growth rescue (activation), usual class: activators; actives 1.8% (n = 410,000); further: % of control where 0% means no effect; nearly all actives have a fitted effect of over 50% in size
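Galactose-induced TDP-43 yeast, OD600=0.02, compound pinned; 24 hr, 30 deg C; BacTiter-Glo luminescence for growth. Inhibitors of TDP-43 toxicity read as activators.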
HT1080 IDH1KD tx – qHTS for induction of synthetic lethality in tumor cells producing 2HG: qHTS for the HT-1080-IDH1KD cell line; HT-1080 IDH1 knockdown viability, ATP luminescence, 48 h; actives 2% (n = 360,000); Potency, µM (titrated, usually from 46.1 µM), for inactives: at the highest dose activity, negative = toxicity, actives largely listed as cytotoxic; AID 686971, 2013;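 further: 0% = DMSO wells and -100% = cell-free medium wells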
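In this qHTS, HT-1080 cells depleted of IDH1 are exposed for 48 h at 37 °C to compound titrations. Toxicity is scored from CellTiter-Glo luminescence, with DMSO as full viability and medium alone as none.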
Numbers without * were called inactive; ? = inconclusive; · = no result given; & = joins results of further samples; [ ] = another dose, or the depositor's remark. The call rests on the fitted dose curve; in most records, active means well fitted curve in the direction sought with a large enough effect; inconclusive means small, poorly fitted or top-dose-only effect, or another doubt; inactive means no such curve, though single readings can be large; an effect the other way counts as inactive or inconclusive. Potency means the concentration at half of the fitted maximal effect. These rows are one share of the data; count on the stated rates, not on these rows.

SMILES | GLP-1R agonist | GLP-1R inv ag | GLP1R cytotox | HT1080NT lethal | KB-V1 cytotox | SW480 rereplic | KB-3-1 cytotox | TDP43 rescue | HT1080 IDH1KD tx
CCN(CC)S(=O)(=O)c1cccc(N=Nc2c(O)n(CC)c(=S)n(CC)c2=O)c1 | -1.8% | -13.4% | 0.1% | 0.0% | ? | -3.1% | 3.2% | 19.0% | 8.3%
COc1ccc(C2=CC(c3ccc4c(c3)OCO4)c3c(c4ccccc4oc3=O)O2)cc1OC (stereo unspecified) | 46.4% | 17.5% | ? | ? | 2.59µM* | 6.51µM* | 2.91µM* | -9.0% | ?
Cc1nc2c(-c3ccc(F)cc3)c(C)nn2c(C)c1CCC(=O)N1CCC2(CC1)OCCO2 | 16.9% | 0.0% | -21.2% | 2.0% | 1.8% | -3.6% | 2.7% | ? | 4.0%
Nc1nonc1OCCCCOc1nonc1N | 6.0% | 11.1% | 6.3% | 15.0% | 10.6% | -0.7% | -6.7% | -5.4% | -0.6%
CCOC(=O)c1c(C)n(Cc2ccc(F)cc2)c2ccc(O)cc12 | 3.6% | ? | -2.7% | -7.9% | 16.4µM* | ? | ? | -0.6% | -3.2%
COc1ccc(CNCCc2c[nH]c3ccccc23)cc1OC | 6.4% | -13.2% | -0.1% | -13.3% | -16.5% | -5.9% | -14.8% | 8.9% | -10.9%
CCCCOC(=O)c1ccc(NC(=O)c2c(O)[nH]c(=O)[nH]c2=O)cc1 | 1.8% | 11.5% | -10.4% | 0.0% | 11.9% | -8.2% | 12.5% | -35.8%[inhibitor] | -2.5%
C[C@@H]1CN([C@@H](C)CO)C(=O)CCCn2cc(nn2)CO[C@H]1CN(C)C(=O)Oc1ccc2ccccc2c1 | -7.9% | 8.7% | -12.6% | 14.7% | 4.0% | · | 23.7% | 10.5% | 9.7%
O=c1c2ccccc2nc(-c2ccco2)n1-c1ccccn1 | 0.7% | -13.1% | -0.3% | 3.7% | -16.1% | 4.7% | 8.3% | 8.7% | 3.5%
CCOC(=O)C1(CCc2ccccc2)CCN(Cc2ccc3c(c2)OCCO3)CC1 | 14.3% | ? | ? | 23.1µM* | ? | -101.7%[inhibitor] | ? | -25.6% | 16.4µM*
O=P(OC1CCCCC1)(OC1CCCCC1)C(O)c1c(Cl)cccc1Cl (stereo unspecified) | 8.4% | ? | 5.3% | -2.3% | 18.4µM* | 9.3% | ? | ? | -7.9%
CN1CC=C(/C=C/c2ccc(-c3ccccc3)cc2)CC1 | -6.9% | ? | -1.1% | -17.4% | 2.2% | 5.6% | -8.7% | 7.1% | -12.9%
CCOC(=O)CC1=C(C(=O)OCC)C2(C(=O)N1CC(=O)OC)C(C#N)=C(N)Oc1ccccc12 (stereo unspecified) | -9.0% | 0.0% | 4.0% | -1.3% | 13.9% | 4.1% | 8.8% | -11.3% | ?
Cc1ccc(S(=O)(=O)N2Cc3cc(-c4ccccc4)ccc3-n3nncc3C2)cc1 | -0.4% | 23.3% | 3.4% | -12.6% | 16.6% | · | 0.1% | ? | -6.9%
CN(C(=O)Cc1ccc(Cl)c(Cl)c1)C(CN1CCCC1)c1cccc(OCC(=O)O)c1 (stereo unspecified) | -5.2% | 12.1% | -3.7% | 15.8% | 2.9% | 23.9% | 0.0% | 19.2% | -3.4%
Cc1ccc(-c2ccc(=O)n(CC(=O)N3CCC4(CC3)OCCO4)n2)cc1 | -1.5% | 15.0% | -1.5% | -0.5% | 0.0% | -1.7% | 15.2% | -12.7% | 2.3%
N#Cc1ccc(NC(=O)CN2CCN(C(=O)c3cccs3)CC2)cc1Cl | 4.7% | -23.6% | 3.8% | 3.4% | ? | 1.0% | -1.8% | -5.2% | 1.1%
O=C(Cc1c[nH]c2ccccc12)NNCc1ccc(N(CCCl)CCCl)cc1 | ? | ? | -21.4% | -6.6% | -24.7% | 16.4µM* | ? | -2.9% | -15.2%
c1ccc(Cn2ccnc2)cc1 | -3.1% | -9.9% | 2.6% | -3.5% | 13.4% | -7.7% | -0.2% | -10.3% | 0.8%
O=P(Nc1cccc(Cl)c1)(Oc1ccccc1)Oc1ccccc1 | 3.4% | 8.91µM* | -18.5% | ? | ? | ? | -3.1% | -16.1%[1.82 µM] | ?
COc1ccc(-n2nc3c(N4CCC(C(=O)NCc5ccccc5C)CC4)nnc(C)c3c2C)cc1 | 14.5% | ? | ? | 14.6µM* | 1.4% | ? | -7.4% | -4.8%&-11.5% | 16.4µM*
Cc1c(O)ccc(C(=O)CN2CC(C)OC(C)C2)c1O (stereo unspecified) | -2.0% | 2.4% | 0.7% | -0.4% | 0.9% | 9.4% | 0.1% | 9.1% | 1.0%
O=C(NNc1nc(-c2ccc(Cl)cc2)cs1)c1ccco1 | -5.0% | ? | ? | -16.4% | 20.6µM* | ? | ? | 0.0% | ?
COc1cccc(-c2nn(-c3ccc(C)cc3)cc2C(=O)N(C)CC(=O)Nc2cccc(F)c2)c1 | -4.1% | 7.08µM* | ? | -24.4% | -2.4% | 10.1% | ? | 22.4µM* | ?
CCOc1c(Br)cc(CNc2ccc3c(c2)OCCO3)cc1OC | -0.2% | ? | ? | 2.91µM* | 4.11µM* | 5.8µM* | 2.06µM* | 11.4% | 1.16µM*

Grouped by structure: those above containing fluorine
SMILES | GLP-1R agonist | GLP-1R inv ag | GLP1R cytotox | HT1080NT lethal | KB-V1 cytotox | SW480 rereplic | KB-3-1 cytotox | TDP43 rescue | HT1080 IDH1KD tx
Cc1nc2c(-c3ccc(F)cc3)c(C)nn2c(C)c1CCC(=O)N1CCC2(CC1)OCCO2 | 16.9% | 0.0% | -21.2% | 2.0% | 1.8% | -3.6% | 2.7% | ? | 4.0%
CCOC(=O)c1c(C)n(Cc2ccc(F)cc2)c2ccc(O)cc12 | 3.6% | ? | -2.7% | -7.9% | 16.4µM* | ? | ? | -0.6% | -3.2%
COc1cccc(-c2nn(-c3ccc(C)cc3)cc2C(=O)N(C)CC(=O)Nc2cccc(F)c2)c1 | -4.1% | 7.08µM* | ? | -24.4% | -2.4% | 10.1% | ? | 22.4µM* | ?

Continuation.
SMILES | GLP-1R agonist | GLP-1R inv ag | GLP1R cytotox | HT1080NT lethal | KB-V1 cytotox | SW480 rereplic | KB-3-1 cytotox | TDP43 rescue | HT1080 IDH1KD tx
CCC(C)C1NC(=O)C(C(C)=O)=C1O (stereo unspecified) | -3.3% | 16.9% | 0.4% | 20.6% | 0.0% | -12.9% | 11.4% | -14.2% | 1.0%
Cc1ccc(NC(=O)CN(C)CC(=O)Nc2cccc(F)c2)cc1[N+](=O)[O-] | 9.2% | -16.7%[0.307 µM] | -0.9%[0.307 µM] | ? | ? | -0.2% | -7.9% | 15.3% | -21.0%
Cc1ccc(CN2C(=O)NC(=O)C3(Cc4c(nc5ccccn5c4=O)N4CCCCCC43)C2=O)cc1 (stereo unspecified) | 2.6% | -8.8% | -21.7% | -2.2% | ? | ? | 5.2% | -9.3% | 3.5%
Nc1c(C(=O)OCc2ccccc2)c2nc3ccccc3nc2n1Cc1cccs1 | -10.0% | 0.0% | -18.3% | ? | 5.17µM* | 14.6µM* | 2.0% | 24.2% | ?
COc1cccc2c1N=C1CCCC3CN(C(C)=O)CCC123 (stereo unspecified) | 4.3% | -5.7% | -8.5% | 0.0% | 16.5% | -5.0% | 13.6% | -12.5% | 6.3%
COc1ccccc1CNCC(=O)Nc1cc(S(=O)(=O)N2CCCCC2)ccc1C | 3.2% | ? | 3.1% | -3.3% | 2.2% | 0.2% | -13.8% | -2.5% | 0.2%
CCc1ccc(NC(=O)CCNC(=O)N2C[C@H]3C[C@@H](C2)c2cccc(=O)n2C3)cc1 | 10.4% | 0.0% | 5.9% | 1.2% | ? | 1.1% | -11.6% | 0.6% | 7.2%
O=c1[nH]c(O)c(N=Nc2ccc([N+](=O)[O-])cc2)c(=O)[nH]1 | -3.2% | 10.3% | -11.5% | -4.1% | 7.9% | ? | 3.4% | -7.1% | -13.4%
O=C(Nc1cccc(-c2csc(Nc3cccc(C(F)(F)F)c3)n2)c1)c1ccccc1 | -2.2% | 2.82µM* | ? | -19.8% | -27.3% | 16.8% | -26.1% | 17.8µM* | ?
CC1c2ccccc2-n2nncc2CN1CC1CCCCC1 (stereo unspecified) | 17.4% | -8.9% | -1.2% | 11.4% | 4.3% | 11.5%[9.22 µM] | 4.6% | 10.3% | 8.8%
O=C(CCC1N=C2c3ccccc3N=C(SCc3cccc(Cl)c3)N2C1=O)N1CCN(c2ccccc2)CC1 (stereo unspecified) | · | ? | -17.1% | · | 4.5% | · | 3.5% | ? | ·
Cc1cccc(OP(=O)(Oc2ccccc2)OC(c2ccccc2)C(F)(F)F)c1 (stereo unspecified) | -5.1% | ? | -6.5% | 1.5% | -3.7% | -1.6% | 5.9% | 6.4% | 4.5%
CC1(C)C(C(=O)N2CCN(c3ccc(Cl)cc3)CC2)C1(C)C | 14.6% | -18.7% | -2.2% | -1.9% | -12.8% | 7.6% | -0.1% | ? | -9.4%
CCC(CC)NCc1c[nH]c2ccccc12 | -4.1% | -8.2% | -4.2% | -9.8% | 9.3% | -2.4% | 0.0% | 23.7% | -12.1%
CCOC(=O)c1c(-c2ccc(OC)cc2)oc2ccc(OC(=O)N(C)C)cc12 | 6.4% | 5.62µM* | -7.9% | ? | ? | ? | -12.6% | 15.6% | ?
CC(=NCc1ccco1)c1c(O)n(-c2ccc(C)cc2)c(=O)[nH]c1=O | -2.1% | 3.2% | -3.6% | -12.2% | -13.8% | -7.4% | 5.4% | 8.2% | 4.6%
